High-throughput results: PubChem, several laboratories
MLLE-PAM2 inh = inhibitors of PABP1 MLLE–PAM2 peptide binding, primary screen, biochemical, fluorescence polarization, FITC-PAM2, GST-MLLE | Polyadenylate-binding protein 1 (Homo sapiens), P11940 | inhibition, % at 20 µM | 360,000 compounds, 0.36% hits | AID 588489, 2011; in the data active = inhibition above about 35%, passing the limit was not always enough;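 also: plate controls were DMSO wells with GST-MLLE for no effect and wells lacking GST-MLLE protein for full effect; some results filed as inactive read as strong as hits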
Target sequence (P11940 whole entry, looked up): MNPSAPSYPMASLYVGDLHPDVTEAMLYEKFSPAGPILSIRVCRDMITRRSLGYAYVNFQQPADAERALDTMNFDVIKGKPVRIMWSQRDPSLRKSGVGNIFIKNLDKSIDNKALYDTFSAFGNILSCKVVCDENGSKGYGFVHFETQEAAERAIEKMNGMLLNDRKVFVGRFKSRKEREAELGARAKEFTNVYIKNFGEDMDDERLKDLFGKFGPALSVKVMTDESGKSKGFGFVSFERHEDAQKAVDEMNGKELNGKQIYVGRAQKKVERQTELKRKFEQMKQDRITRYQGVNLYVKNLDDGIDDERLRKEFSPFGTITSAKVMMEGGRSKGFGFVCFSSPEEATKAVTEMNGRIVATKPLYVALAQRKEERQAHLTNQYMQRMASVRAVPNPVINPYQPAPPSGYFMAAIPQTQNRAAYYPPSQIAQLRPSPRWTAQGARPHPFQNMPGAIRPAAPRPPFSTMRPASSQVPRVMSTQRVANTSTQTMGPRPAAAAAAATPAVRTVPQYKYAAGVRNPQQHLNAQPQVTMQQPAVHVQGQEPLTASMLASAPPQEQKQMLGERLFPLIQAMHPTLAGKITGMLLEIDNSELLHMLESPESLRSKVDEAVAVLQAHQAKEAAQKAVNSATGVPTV
STEP block = STEP phosphatase inhibitors, primary screen, biochemical, fluorescence intensity, uHTS; inhibition, % at 20 µM; AID 588621, 2011; 360,000 compounds, 0.25% hits; recombinant STEP, OMFP fluorogenic substrate; Tyrosine-protein phosphatase non-receptor type 5 (Homo sapiens), P54829;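 active = inhibition at 20 µM, scaled per plate between control wells, above about 37%, limit read from the data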;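 also: 0% = DMSO with enzyme and substrate and 100% = substrate only without enzyme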
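Also added – OMFP at 25 µM · Test system – STEP tyrosine phosphatase · Technique – FITC-channel fluorescence of OMFP product · Schedule – 20 min at room temperature, dark · Evaluation – control-normalized % inhibition with plate pattern correction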
LMPTP inh = LMPTP phosphatase inhibitors, primary screen, biochemical, fluorescence intensity, uHTS. recombinant LMPTP-A, OMFP fluorogenic substrate. inhibition, % at 20 µM. 360,000 compounds, 0.22% hits;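 active = compounds that cut the enzyme signal by at least half of the control window in the single-dose screen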;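 also: plate controls were DMSO wells with enzyme plus substrate for no effect and substrate without enzyme for full effect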
Target sequence (P24666 whole entry, looked up): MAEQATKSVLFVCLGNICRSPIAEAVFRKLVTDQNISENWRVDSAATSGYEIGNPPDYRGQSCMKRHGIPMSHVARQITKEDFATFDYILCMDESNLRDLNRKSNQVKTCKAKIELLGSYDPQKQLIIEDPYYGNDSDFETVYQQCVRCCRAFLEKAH
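Assay system: LMPTP-A enzyme. Input: 0.625 nM LMPTP-A final. Probe or stimulus: 400 µM OMFP. Compound dosing: single 20 µM dose. Schedule: 50 min dark incubation at room temperature. Detection: fluorescence intensity of OMFP turnover product. Read-out: percent inhibition versus substrate-only and uninhibited controls. Benchmarks: no-enzyme low control, uninhibited high control.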
SUMO1-SIM PPI = modulators of SUMO1 protein-protein interactions, primary screen, biochemical, uHTS; Small ubiquitin-related modifier 1 (Homo sapiens), P63165; SUMO1 binding to a labelled peptide, TR-FRET, 1 h; inhibition, % at 20 µM; 360,000 compounds, 0.33% hits; in the data active = inhibition above about 37%
Target sequence (P63165 whole entry, looked up): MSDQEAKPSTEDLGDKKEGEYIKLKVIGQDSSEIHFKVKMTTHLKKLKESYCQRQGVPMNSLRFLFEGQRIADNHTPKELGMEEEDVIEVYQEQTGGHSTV
Rpn11 inh = Rpn11 (PSMD14) deubiquitinase inhibitors, primary screen, biochemical, fluorescence polarization, uHTS; human 26S proteasome, Ub4-pepOG fluorescence polarization; 20S core pre-blocked with epoxomicin; 360,000 compounds, 0.59% hits; AID 588493, 2011; 26S proteasome non-ATPase regulatory subunit 14 (Homo sapiens), O00487; calls only at 20 µM;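 active = inhibition at 20 µM, scaled to each plate's controls, above about 33%, limit read from the data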
NadD block = inhibitors of S. aureus NadD, primary screen, biochemical, colorimetric, uHTS; purified NadD enzyme, colorimetric absorbance read-out; 360,000 compounds, 0.78% hits; AID 602399, 2012; Nicotinate-nucleotide adenylyltransferase NadD (Staphylococcus aureus N315); inhibition, % at 20 µM; in the data active = inhibition above about 26%; also: some compounds past the cut are filed as inactive
TbMetRS inhib = T. brucei MetRS inhibitors, primary screen, biochemical, luminescence | 360,000 compounds, 0.4% hits | purified T. brucei MetRS, ATP depletion, Kinase-Glo luminescence | inhibition, % at 11.9 µM | methionyl-tRNA synthetase (Trypanosoma brucei brucei);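 active = inhibition above a per-plate cutoff of the control wells' mean inhibition plus 3 SD, cut at about 5.5% in these data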;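 also: 0% = DMSO wells median and 100% = median of wells with control inhibitor compound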
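assay system = parasite MetRS enzyme | timing = 15 min preincubation, 2 h reaction, all 25 °C | evaluation = percent inhibition relative to median high and low control wells | medium = HEPES buffer containing pyrophosphatase, BSA, spermine, DTT | compound = single dose, 11.9 µM final nominal, 0.9% final DMSO | detection = Kinase-Glo luminescence, ATP depletion format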
Scp-1 inhibitor = Scp-1 phosphatase inhibitors, primary screen, biochemical, colorimetric, uHTS. inhibition, % at 20 µM. AID 493091, 2011. Recombinant Scp1, phosphopeptide, malachite green phosphate absorbance. 340,000 compounds, 0.88% hits. Carboxy-terminal domain RNA polymerase II polypeptide A small phosphatase 1 (Homo …;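 active = inhibition above about 50% at 20 µM, limit read from the data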;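 also: plate controls were DMSO wells with enzyme for no effect and wells lacking enzyme for full effect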
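System: SCP-1 catalytic domain; Reagent: Phospho 17-mer peptide substrate; Doses: one concentration, 20 µM, with 1.0% DMSO; Incubation: 45 min room-temperature reaction, 5 min colour, 30 min stabiliser; Signal: Phosphate-binding colour reagent, absorbance read at 630 nm.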
CSN deneddyl inh = inhibitors of CSN-mediated cullin deneddylation, primary screen, biochemical, fluorescence polarization, uHTS. AID 651999, 2013. COP9 signalosome complex subunit 5 (Homo sapiens), Q92905. Purified CSN, SCF-Nedd8-OG deneddylation. inhibition, % at 12.5 µM. 360,000 compounds, 0.38% hits;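 active = pattern-corrected inhibition above about 35%, with an unprinted fluorescence ratio check between 0.5 and 1.5, limit read from the data, passing the limit was not always enough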;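 also: 0% = enzyme with substrate and 100% = substrate without enzyme; some results filed as inactive read as strong as hits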
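Assay system: purified human Csn5 enzyme expressed in HEK293T cells; measure: % inhibition; also added: SCFSkp2-Nedd8OG substrate at 10 nM final; technique: fluorescence polarization; times: reaction 90 min, room temperature; medium: Tris buffer pH 7.5, NaCl, DTT, Tween-20, trehalose, ovalbumin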
DNMT1 block = human DNMT1 methyltransferase inhibitors, primary screen, biochemical, molecular beacon, fluorescence, HinP1I cleavage, uHTS. DNA (cytosine-5)-methyltransferase 1 (Homo sapiens), P26358. inhibition (reported as % activation of signal), % at 10 µM. 360,000 compounds, 0.83% hits; in the data active = inhibition above about 50%
Starred values were filed as active, the others as inactive.

CC1CN(C(NC(=O)C(C)(C)C)C(Cl)(Cl)Cl)CC(C)O1 (stereo not drawn) was read as MLLE-PAM2 inh 2, STEP block -2, LMPTP inh -1.1, SUMO1-SIM PPI 2, Rpn11 inh inactive, NadD block 0, TbMetRS inhib -0.1, Scp-1 inhibitor -6, CSN deneddyl inh 2 and DNMT1 block 2.
CCOc1ncccc1C(=O)NCCc1ccc(S(N)(=O)=O)cc1 was read as MLLE-PAM2 inh -5, STEP block -4, LMPTP inh -0.6, SUMO1-SIM PPI 0, Rpn11 inh inactive, NadD block 4, TbMetRS inhib 0.9, Scp-1 inhibitor -6, CSN deneddyl inh 2 and DNMT1 block 3.
Screening Cc1cnc(C(=O)OCC(=O)NC(C)CCc2ccccc2)cn1 (stereo not drawn) returned MLLE-PAM2 inh 1, STEP block -6, LMPTP inh 0.3, SUMO1-SIM PPI 2, Rpn11 inh inactive, NadD block -2, TbMetRS inhib -0.3, Scp-1 inhibitor -6, CSN deneddyl inh 3 and DNMT1 block 2.
For COc1ccc(S(=O)(=O)N2CCCC(C(=O)NCc3ccccn3)C2)cc1 (stereo not drawn) the results were MLLE-PAM2 inh 1, STEP block 1, LMPTP inh -0.3, SUMO1-SIM PPI 0, Rpn11 inh inactive, NadD block 4, TbMetRS inhib -0.2, Scp-1 inhibitor -14, CSN deneddyl inh -3 and DNMT1 block 5.
For CC(C)CCC(=O)N1CCOC1=O the results were MLLE-PAM2 inh 11, STEP block -1, LMPTP inh -0.8, SUMO1-SIM PPI 1, Rpn11 inh inactive, NadD block 0, TbMetRS inhib -0.2, Scp-1 inhibitor -8, CSN deneddyl inh -4 and DNMT1 block 7.
For O=C1OC(CCl)CN1Cc1c(Cl)cccc1Cl (stereo not drawn) the results were MLLE-PAM2 inh 0, STEP block -1, LMPTP inh -0.4, SUMO1-SIM PPI -1, Rpn11 inh inactive, NadD block 3, TbMetRS inhib -0.4, Scp-1 inhibitor -14, CSN deneddyl inh -3 and DNMT1 block -1.
For c1ccc(-c2noc(-c3cccs3)n2)nc1 the results were MLLE-PAM2 inh -7, STEP block -3, LMPTP inh -1.1, SUMO1-SIM PPI -5, Rpn11 inh inactive, NadD block -5, TbMetRS inhib -2.2, Scp-1 inhibitor 0, CSN deneddyl inh 0 and DNMT1 block 0.
`COc1ccc(OCC(O)Cn2c(=N)n(Cc3ccccc3)c3ccccc32)cc1` (stereo not drawn) gave MLLE-PAM2 inh -3, STEP block 0, LMPTP inh 2.2, SUMO1-SIM PPI 1, Rpn11 inh inactive, NadD block 0, TbMetRS inhib 0.1, Scp-1 inhibitor 11, CSN deneddyl inh -1 and DNMT1 block 3.
`O=C(Nc1cccc(C(F)(F)F)c1)c1cc(-c2ccc(F)cc2)on1` gave MLLE-PAM2 inh -29, STEP block 3, LMPTP inh 15, SUMO1-SIM PPI -4, Rpn11 inh inactive, NadD block -3, TbMetRS inhib -0.7, Scp-1 inhibitor -3, CSN deneddyl inh 2 and DNMT1 block 10.
For O=C(CSc1nc2ccccc2s1)NCCOc1ccc(Cl)cc1 the results were MLLE-PAM2 inh -8, STEP block -1, LMPTP inh 0.7, SUMO1-SIM PPI -1, Rpn11 inh inactive, NadD block -4, TbMetRS inhib -0.2, Scp-1 inhibitor -8, CSN deneddyl inh -7 and DNMT1 block -11.
COc1ccc(CN2CCSCC2)c(C)c1C was read as MLLE-PAM2 inh -1, STEP block -3, LMPTP inh -3.0, SUMO1-SIM PPI 2, Rpn11 inh inactive, NadD block -3, TbMetRS inhib -1.5, Scp-1 inhibitor -2, CSN deneddyl inh 5 and DNMT1 block -1.
`COC(=O)c1c(NC(=O)CN2CCCC(C)C2)c2c(C)cccc2n1C` (stereo not drawn) gave MLLE-PAM2 inh -3, STEP block 0, LMPTP inh 0.2, SUMO1-SIM PPI -5, Rpn11 inh inactive, NadD block -6, TbMetRS inhib -1.9, Scp-1 inhibitor -7, CSN deneddyl inh 4 and DNMT1 block 2.
`CC(C)(C)C1CCC(OC(=O)CN2CCCCC2)CC1` (stereo not drawn) gave MLLE-PAM2 inh -14, STEP block 0, LMPTP inh -0.4, SUMO1-SIM PPI 4, Rpn11 inh inactive, NadD block 10, TbMetRS inhib -0.5, Scp-1 inhibitor -4, CSN deneddyl inh -1 and DNMT1 block -1.
`CC(C)NS(=O)(=O)c1ccc(OCC(=O)Nc2ccc(F)cc2)cc1` gave MLLE-PAM2 inh -4, STEP block 2, LMPTP inh -0.5, SUMO1-SIM PPI 1, Rpn11 inh inactive, NadD block 2, TbMetRS inhib 0.0, Scp-1 inhibitor -3, CSN deneddyl inh -3 and DNMT1 block 1.
Screening CCN(Cc1ccccc1)C(c1cccs1)c1nnnn1C1CCCCC1 (stereo not drawn) returned MLLE-PAM2 inh 4, STEP block 5, LMPTP inh 2.8, SUMO1-SIM PPI -1, Rpn11 inh inactive, NadD block 4, TbMetRS inhib -1.8, Scp-1 inhibitor 0, CSN deneddyl inh 0 and DNMT1 block 3.
For CCN(CC)CCCNC(=O)C(C)Sc1nc(-c2ccccc2)cc(C(F)(F)F)n1 (stereo not drawn) the results were MLLE-PAM2 inh 18, STEP block 0, LMPTP inh -1.0, SUMO1-SIM PPI -9, Rpn11 inh inactive, NadD block -3, TbMetRS inhib 0.7, Scp-1 inhibitor -7, CSN deneddyl inh 3 and DNMT1 block 2.
For CC(OC(=O)CN1C(=O)c2ccccc2C1=O)C(=O)NCc1ccccc1 (stereo not drawn) the results were MLLE-PAM2 inh -7, STEP block 0, LMPTP inh -0.8, SUMO1-SIM PPI -3, Rpn11 inh inactive, NadD block -1, TbMetRS inhib -0.5, Scp-1 inhibitor -5, CSN deneddyl inh 0 and DNMT1 block 1.
Screening CC(=O)C1=C(C)N(Cc2ccco2)C(=O)C1(NC(=O)C1CCCCC1)C(F)(F)F (stereo not drawn) returned MLLE-PAM2 inh -2, STEP block -5, LMPTP inh -1.2, SUMO1-SIM PPI 2, Rpn11 inh inactive, NadD block 1, TbMetRS inhib -0.7, Scp-1 inhibitor -5, CSN deneddyl inh 3 and DNMT1 block 0.
Screening COC(=O)c1sccc1N/N=C/c1cccc(Oc2ccccc2)c1 returned MLLE-PAM2 inh 0, STEP block 0, LMPTP inh 2.8, SUMO1-SIM PPI 0, Rpn11 inh inactive, NadD block -10, TbMetRS inhib -0.8, Scp-1 inhibitor -13, CSN deneddyl inh -1 and DNMT1 block 6.
COc1ccc(Cl)cc1S(=O)(=O)N1CCN=C1c1ccccc1 was read as MLLE-PAM2 inh 4, STEP block 2, LMPTP inh -1.3, SUMO1-SIM PPI -2, Rpn11 inh inactive, NadD block -2, TbMetRS inhib -0.7, Scp-1 inhibitor 6, CSN deneddyl inh 2 and DNMT1 block 4.
For CCCN(CCC)c1nc(N)c(C#N)c(CC#N)c1C#N the results were MLLE-PAM2 inh -21, STEP block -9, LMPTP inh -0.6, SUMO1-SIM PPI 11, Rpn11 inh inactive, NadD block 1, TbMetRS inhib -0.2, Scp-1 inhibitor 12, CSN deneddyl inh 4 and DNMT1 block -15.
CCOC(=O)[C@]12CCCC=C1N(Cc1cccc3ccccc13)C(=O)[C@H](CC(=O)N1CCC(c3ccccc3)CC1)C2 was read as LMPTP inh 6.3, SUMO1-SIM PPI -2, NadD block 22, TbMetRS inhib -0.2 and CSN deneddyl inh 0.
CC1(c2ccc3ccccc3c2)CCC(=O)O1 (stereo not drawn) was read as MLLE-PAM2 inh -3, STEP block -3, LMPTP inh -2.5, SUMO1-SIM PPI -14, Rpn11 inh inactive, NadD block 1, TbMetRS inhib -0.3, Scp-1 inhibitor 0, CSN deneddyl inh 3 and DNMT1 block 6.
CC1(C)Cc2cccc(OCC(=O)N3CCN(S(=O)(=O)c4ccccc4)CC3)c2O1 was read as MLLE-PAM2 inh -12, STEP block 2, LMPTP inh -0.7, SUMO1-SIM PPI -2, Rpn11 inh inactive, NadD block -3, TbMetRS inhib -1.0, Scp-1 inhibitor -1, CSN deneddyl inh 4 and DNMT1 block 1.
CSc1nc2n(n1)C(c1cccc(F)c1)C(C(=O)Nc1ccc(C)cc1C)=C(C)N2 (stereo not drawn) was read as MLLE-PAM2 inh 5, STEP block -8, LMPTP inh -2.8, SUMO1-SIM PPI -1, Rpn11 inh inactive, NadD block 1, TbMetRS inhib -0.6, Scp-1 inhibitor -12, CSN deneddyl inh 5 and DNMT1 block 38.

Reprinted at random: 3 compounds from above.
CCOC(=O)[C@]12CCCC=C1N(Cc1cccc3ccccc13)C(=O)[C@H](CC(=O)N1CCC(c3ccccc3)CC1)C2 was read as LMPTP inh 6.3, SUMO1-SIM PPI -2, NadD block 22, TbMetRS inhib -0.2 and CSN deneddyl inh 0.
Screening Cc1cnc(C(=O)OCC(=O)NC(C)CCc2ccccc2)cn1 (stereo not drawn) returned MLLE-PAM2 inh 1, STEP block -6, LMPTP inh 0.3, SUMO1-SIM PPI 2, Rpn11 inh inactive, NadD block -2, TbMetRS inhib -0.3, Scp-1 inhibitor -6, CSN deneddyl inh 3 and DNMT1 block 2.
`CC(C)(C)C1CCC(OC(=O)CN2CCCCC2)CC1` (stereo not drawn) gave MLLE-PAM2 inh -14, STEP block 0, LMPTP inh -0.4, SUMO1-SIM PPI 4, Rpn11 inh inactive, NadD block 10, TbMetRS inhib -0.5, Scp-1 inhibitor -4, CSN deneddyl inh -1 and DNMT1 block -1.

Rows are unselected. About 3.6% of those tested had a hit in this group.
